Screening results deposited in PubChem BioAssay by National Center for Advancing Translational Sciences (NCATS).
POLK inh = qHTS for Inhibitors of Polymerase Kappa. DNA polymerase kappa (Homo sapiens), Q9UBT6. purified Pol kappa, fluorescent DNA synthesis assay, 10 min. Potency, µM (highest dose often 107 µM), for inactives: at the highest dose activity, negative = inhibition, actives largely listed as inhibitors. actives 0.53% (n = 400,000); also: potency is read from the fitted curve at half-maximal effect; % is scaled to controls: 0 for no effect and ±100 for the full control effect
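10 nM Pol kappa preincubated 15 min at room temperature with compounds, then reaction started with substrate at 50 nM final. Fluorescence read kinetically at 0 and 10 min; buffer-only wells served as negative control.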
APEX1 inh = qHTS Assay for Inhibitors of the Human Apurinic/apyrimidinic Endonuclease 1 (APE1). recombinant APE1, TAMRA/BHQ-2 abasic DNA cleavage fluorescence. Potency, µM (highest dose often 65.8 µM), inactives show top-dose activity change, negative = inhibition, actives largely listed as inhibitors. actives 0.35% (n = 350,000). AID 2517, 2012;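 also: potency is read from the fitted curve at half-maximal effect; plate controls were vehicle for no effect and reference inhibitor for full effect; nearly all actives have a fitted effect of over 55% in size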
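0.75 nM APE1 + cpd, 15 min RT; start w/ 50 nM TAMRA/BHQ-2 THF-abasic dsDNA; kinetic fluor 525/598 nm ×3 reads @60 s; Δ(read3−read1); normalized to DMSO and NSC13755 control wells.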
Pol beta inh = qHTS Assay for Inhibitors of DNA Polymerase Beta | P06746 | Pol beta primer extension/strand displacement, fluorescence kinetic | Potency, µM (series often up to 114 µM), for inactives: at the highest dose activity change, negative = inhibition, most hits filed as inhibitors | actives 1.3% (n = 340,000); also: potency is read from the fitted curve at half-maximal effect; % is scaled to controls: 0 for no effect and ±100 for the full control effect
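10 nM enzyme + cpd, 15 min RT; start with substrate 50 nM final; read 0 min and after 10 min RT. Corrected, normalized data; 4-parameter Hill curve fit.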
POLI inh = qHTS for Inhibitors of Polymerase Iota; Pol iota fluorescent replication assay, 10 min; actives 1% (n = 390,000); DNA polymerase iota (Homo sapiens), Q9UNA4; Potency, µM (titrated, usually from 115 µM), for inactives: top-dose activity, negative = inhibition, hits mostly inhibitors; also: potency is read from the fitted curve at half-maximal effect
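Fluorescent replication assay read twice, at 0 min and 10 min after adding 50 nM (final) substrate. Enzyme (10 nM) and compounds were first incubated 15 min at room temperature; enzyme-free buffer wells were negative controls.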
BLM inh = qHTS Assay for Inhibitors of Bloom's syndrome helicase (BLM). RecQ-like DNA helicase BLM (Homo sapiens), P54132. recombinant BLM DNA unwinding, fluorescence dequenching. Potency, µM (highest dose often 56.1 µM), inactives show top-dose activity change, negative = inhibition, most hits filed as inhibitors. actives 0.2% (n = 350,000);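 also: potency is read from the fitted curve at half-maximal effect; plate controls were vehicle for no effect and no enzyme for full effect; nearly all actives have a fitted effect of over 35% in size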
RXFP1 antag = qHTS Assay for Antagonists of the Relaxin Receptor RXFP1. Relaxin receptor 1 (Homo sapiens), Q9HBX9. actives 0.59% (n = 350,000). activity change, negative = inhibition, % at 57.5 µM. HEK293-RXFP1, relaxin-stimulated cAMP HTRF, 30 min; stronger effect = lower value. AID 1259400, 2018;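 active = activity change of -60% or lower, but not beyond a set lower limit; inconclusive = change between -60% and -40%, or beyond the set limit; inactive = change above -40%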; also: % is scaled to controls: 0 for no effect and ±100 for the full control effect
Apoferritin bind = qHTS Assay for Identification of Novel General Anesthetics; actives 0.074% (n = 350,000); apoferritin/1-aminoanthracene competitive binding, fluorescence; Potency, µM (highest dose often 77.5 µM), for the others: at the highest dose activity change, negative = displacement, most hits filed as inhibitors; also: potency is read from the fitted curve at half-maximal effect; % is scaled to controls: 0 for no effect and ±100 for the full control effect; nearly all actives have a fitted effect of over 20% in size
Target sequence (P02791 2-175 limits assumed): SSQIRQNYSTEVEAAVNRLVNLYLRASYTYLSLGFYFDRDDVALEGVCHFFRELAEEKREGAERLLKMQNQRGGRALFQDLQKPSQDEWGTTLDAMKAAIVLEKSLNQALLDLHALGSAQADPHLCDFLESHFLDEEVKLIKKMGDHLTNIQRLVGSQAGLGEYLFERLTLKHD
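Steps: apoferritin (10 uM) was premixed with half-saturated 1-AMA in PBS, compounds were pin-transferred, plates stood 10 min at room temperature, fluorescence was read at 380/535 nm, and curves were fitted with a Hill equation.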
Pol eta inh = qHTS for Inhibitors of Polymerase Eta. recombinant Pol eta, fluorescent DNA replication assay. Potency, µM (doses to about 114 µM), inactives show top-dose activity change, negative = inhibition, hits mostly inhibitors. actives 1.2% (n = 390,000); also: potency is read from the fitted curve at half-maximal effect; % is scaled to controls: 0 for no effect and ±100 for the full control effect
Target sequence (Q9Y253 whole entry, looked up): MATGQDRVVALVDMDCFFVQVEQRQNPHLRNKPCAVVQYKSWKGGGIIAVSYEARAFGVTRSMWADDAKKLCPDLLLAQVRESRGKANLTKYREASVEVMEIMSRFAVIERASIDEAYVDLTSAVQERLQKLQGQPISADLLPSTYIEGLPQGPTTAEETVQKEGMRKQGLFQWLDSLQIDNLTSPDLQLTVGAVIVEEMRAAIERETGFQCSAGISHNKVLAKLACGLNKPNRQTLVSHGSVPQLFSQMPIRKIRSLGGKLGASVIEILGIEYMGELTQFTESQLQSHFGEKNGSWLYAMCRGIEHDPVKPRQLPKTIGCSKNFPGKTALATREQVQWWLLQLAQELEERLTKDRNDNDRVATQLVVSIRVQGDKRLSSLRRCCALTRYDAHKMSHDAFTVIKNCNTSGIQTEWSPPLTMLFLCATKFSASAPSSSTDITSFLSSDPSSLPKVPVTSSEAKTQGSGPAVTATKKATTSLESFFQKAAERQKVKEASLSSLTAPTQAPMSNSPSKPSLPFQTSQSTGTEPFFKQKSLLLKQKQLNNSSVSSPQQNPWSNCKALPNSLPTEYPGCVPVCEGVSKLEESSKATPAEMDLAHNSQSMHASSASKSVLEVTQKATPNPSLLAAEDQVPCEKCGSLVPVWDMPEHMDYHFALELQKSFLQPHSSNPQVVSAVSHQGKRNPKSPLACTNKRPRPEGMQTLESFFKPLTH
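Fluorescent replication assay: 50 nM final substrate added after a 15 min room-temperature compound preincubation with 10 nM enzyme. Signal taken at 0 min and again at 10 min.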
Tb PGK inh = qHTS Assay to Find Inhibitors of Phosphoglycerate Kinase; Potency, µM (titrated, usually from 57.5 µM), inactives show top-dose activity change, negative = inhibition, hits mostly inhibitors; actives 0.043% (n = 380,000); PGK/GAPDH coupled, Kinase-Glo luminescence, 60 min; also: potency is read from the fitted curve at half-maximal effect; % is scaled to controls: 0 for no effect and ±100 for the full control effect; nearly all actives have a fitted effect of over 60% in size
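Recombinant glycosomal PGK reaction used 1,3-bisphosphoglycerate generated in-well by GAPDH (100nM final) in 100mM TEA pH 7.6, 5mM MgCl2, 0.01% Tween-20. After 60 minutes at room temperature, ATP was read by Kinase-Glo Plus luminescence end-point.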
The depositor's hits bear a star; i = inactive; u = inconclusive; x = not tested or not shown; [ ] = another dose, or the depositor's remark. Unless noted, calls follow the shape of the dose curve; as a rule, active = well fitted curve in the direction sought with a large enough effect; inconclusive = small, poorly fitted or top-dose-only effect, or another doubt; inactive = no such curve, though single readings can be large; an effect the other way counts as inactive or inconclusive. An excerpt; the hit share may differ from the screen's.

A first look, 3 compounds:
SMILES	POLK inh	APEX1 inh	Pol beta inh	POLI inh	BLM inh	RXFP1 antag	Apoferritin bind	Pol eta inh	Tb PGK inh
CN(C)C(=O)CSc1ncccc1-c1nc2ccccc2[nH]1	2%	16%	7%	83%[activator]	-8%	-3	-5%	-2%	-5%
COc1ccc(C2=NN(C(=O)CN3CCOCC3)C(c3nc4ccccc4[nH]3)C2)cc1 (stereo not drawn)	-2%	-3%	5%	-13%	-3%	-7	-5%	-10%	-5%
CCc1ccc(NC(=O)c2ccc(S(=O)(=O)NCc3cccnc3)cc2)cc1	-13%	-20%	29%	-20%	-2%	-2	-1%	5%	2%

The whole of this part, previewed entries included:
SMILES	POLK inh	APEX1 inh	Pol beta inh	POLI inh	BLM inh	RXFP1 antag	Apoferritin bind	Pol eta inh	Tb PGK inh
CN(C)C(=O)CSc1ncccc1-c1nc2ccccc2[nH]1	2%	16%	7%	83%[activator]	-8%	-3	-5%	-2%	-5%
COc1ccc(C2=NN(C(=O)CN3CCOCC3)C(c3nc4ccccc4[nH]3)C2)cc1 (stereo not drawn)	-2%	-3%	5%	-13%	-3%	-7	-5%	-10%	-5%
CCc1ccc(NC(=O)c2ccc(S(=O)(=O)NCc3cccnc3)cc2)cc1	-13%	-20%	29%	-20%	-2%	-2	-1%	5%	2%
NC(=O)c1ccc(NC(=O)COC(=O)c2ccc3c(c2)OCO3)cc1	0%	12%	x	-9%	x	7	x	2%	-10%
CC(=O)c1ccc(NC(=S)NCCc2ccccn2)cc1	-11%	0%	8%	22%	-4%	-3	-9%	-23%	0%
CCOc1ccccc1CNC(=O)C1CCN(c2nn3c(=O)cc(C)nc3s2)CC1	-4%	-1%	-2%	-10%	0%	18	-8%	8%	-12%
Cc1cccc2sc(N(CCCN(C)C)C(=O)c3ccco3)nc12	-22%	9%	-19%	7%	58%[activator]	-27	-11%	9%	4%
CC(Nc1cccc2ccccc12)C(=O)N/N=C/c1ccc([N+](=O)[O-])cc1 (stereo not drawn)	-17%	-4%	1%	171%[activator]	-23%	-23	4%	-26%	-3%
COc1cccc(-c2nccc(NC3CCNCC3)n2)c1	-1%[60.1 µM]	1%	x	x	7%	x	0%	x	x
COc1cc(NC(=O)CC2NCCNC2=O)cc(OC)c1 (stereo not drawn)	-14%	-3%	20%	5%	1%	3	-11%	0%	-6%
C=CCOc1ccc(CNc2ccc3[nH]c(=O)[nH]c3c2)cc1OCC	-13%	2%	-5%	u	-15%	-30	-20%	-22%	i
COC(=O)c1c(NC(=O)c2nc(SC)ncc2Cl)sc2c1CCCC2	18%	x	1%	12%	-3%	-3	2%	-10%	10%
O=Cc1ccc(C(=O)OCC(=O)NCc2ccco2)cc1	-10%	-9%	x	23%	x	-6	x	u	i
O=C(COC(=O)c1cc([N+](=O)[O-])ccc1N1CCOCC1)Nc1ccc(Cl)cn1	-7%	-28%	-1%	28%	-8%	-8	-19%	u	-2%
Cc1ccccc1NS(=O)(=O)c1cccc(C(=O)Nc2cccc(C(=O)O)c2)c1	10%	16%	7%	26%	5%	-1	-3%	-9%	0%
O[C@@H]1CN(C2CCCCC2)CC[C@H]1N1CCN(CCc2ccccc2)CC1	-3%	-2%	-9%	-26%	-2%	2	-9%	-12%	-2%
O=C(NCc1ccc2c(c1)OCO2)c1ccc2c(c1)OCO2	-14%	2%	-2%	7%	-3%	1	2%	-7%	i
Cc1ccc(C)c(S(=O)(=O)N2CCN(C(=O)CCNS(=O)(=O)c3ccccc3)CC2)c1	-2%	-3%	13%	18%	-2%	-17	-8%	-25%	-4%
Clc1cccc(N=NN2CCOCC2)c1Cl	3%	-1%	13%	25%	-4%	-2	1%	-17%	-10%
Cc1ccc(Nc2nnc(SCn3nnc4ccccc4c3=O)s2)cc1	-17%	1%	9%	-15%	0%	-12	u	-15%	-7%
CCOC(=O)Cn1c(=O)c2c(nc(N3CCCCC3)n2Cc2ccccc2)n(C)c1=O	-11%	-2%	-1%	6%	-3%	-3	u	-9%	-9%
Cc1ccccc1CSc1nnc2ccc(-c3ccncc3)nn12	3%	0%	-8%	15%	5%	2	-19%	-13%	-7%
Cc1ccc(/C=C/C(=O)Nc2ccc(S(=O)(=O)Nc3cc(C)nc(C)n3)cc2)cc1	-1%	75%[activator]	-20%	19%	1%	-20	-5%	1%	-5%
O=C(O)c1cc(S(=O)(=O)NCCCN2CCCC2=O)ccc1Cl	-2%	4%	x	9%	x	-1	x	-16%	8%
COc1cc(C=O)ccc1Oc1cnccn1	0%	1%	-7%	55%[activator]	-5%	-11	-5%	-26%	-1%

Following part.
SMILES	POLK inh	APEX1 inh	Pol beta inh	POLI inh	BLM inh	RXFP1 antag	Apoferritin bind	Pol eta inh	Tb PGK inh
COc1ccc(C)cc1NCc1nnc2n1CCCCC2	-9%[60.1 µM]	x	1%	-8%	-2%	x	-4%	-5%	8%
Cc1ccc(C)c(NS(=O)(=O)c2cc(C(=O)N3CCc4ccccc4C3)ccc2Cl)c1	-2%	-11%	2%	12%	-9%	-8	u	-19%	-1%
COc1ccc(C(C)=O)cc1COC(=O)c1cnc(Cl)c(Cl)c1	0%	-3%	2%	105%[activator]	-9%	-10	-10%	-5%	-4%
Cc1c(C(=O)OCC(=O)NCC2CCCO2)oc2ccccc12 (stereo not drawn)	-17%	8%	x	64%[activator]	x	-12	x	-19%	2%
CCn1c(SCC(=O)NC2CC2)nnc1-c1ccncc1	-3%	11%	-22%	-7%	-4%	6	-1%	0%	-2%
O=c1oc2c(CN3CCCC3)c(O)ccc2cc1-c1ccccc1	-5%[60.1 µM]	x	16%	-8%	-3%	6	x	-9%	2%
CCOP(=O)(OCC)C(NC(=O)Nc1ccc(Cl)cc1)C(=O)N(CC)CC (stereo not drawn)	-5%	-1%	21%	-7%	1%	11	-2%	-8%	x
Cc1ccc(C)c(CN2C(=O)CSc3ccc(C(=O)NCCN4CCOCC4)cc32)c1	-5%	38%	-12%	106%[activator]	0%	-2	-4%	-5%	8%
O=C(Nc1ccc(NC(=O)c2ccccc2F)cc1)c1ccccc1F	-7%	13%	14%	45%[activator]	-13%	-2	-3%	-9%	-4%
COCc1cc(C)nc2sc3c(c12)NC(c1ccc(NC(C)=O)cc1)N(c1ccc(C)cc1)C3=O (stereo not drawn)	-7%	x	2%	-6%	-22%	-20	-5%	-21%	i
CC12CCC(=O)N1C(C(=O)NNC(=O)c1ccc(F)cc1)CS2 (stereo not drawn)	-4%	-2%	x	-23%	x	0	x	-5%	2%
Cc1cc2c(c(SCC#N)n1)C(=O)OC2	3%	16%	52%	40%[activator]	0%	3	-1%	-15%	i
CC(Cc1cccs1)NC(=O)Nc1ccc(F)cc1 (stereo not drawn)	-14%	-2%	-8%	39%[activator]	-2%	u	-15%	4%	-5%
Nc1cc(S(=O)(=O)N2CCCCC2)ccc1N1CCOCC1	-11%	-4%	-14%	-4%	0%	7	-13%	-4%	-3%
COc1ccccc1-n1cnnc1SCC(=O)NC1CCCCC1	-8%	3%	x	8%	x	-6	x	-13%	0%
Cn1cnnc1SCC(=O)c1ccc(O)c(O)c1	-8%	-9%	4%	u	-3%	-2	-10%	-16%	-8%
CCN1C(=O)CC(C(=O)Nc2ccc(OC)cc2)SC1=Nc1ccc(C)c(C)c1 (stereo not drawn)	-3%	x	4%	18%	-4%	-11	-3%	-2%	i
COc1ccc(CN2CCC(Oc3ccc(C(=O)NCc4ccccn4)cc3)CC2)c(F)c1	-7%	29%	32%	0%	1%	1	-12%	-9%	5%
Cc1cccc(NC(=O)N2C3CCCC2CC(NC(=O)C(C)(C)C)C3)c1 (stereo not drawn)	5%	27%	32%	33%[activator]	-1%	-2	33%[activator]	-19%	-5%
CCOC(=O)c1c(NC(=O)COC(=O)c2ccc(O)cc2)sc(C(=O)N(C)C)c1C	2%	0%	1%	32%[activator]	-1%	-4	-22%	9%	-6%
COc1cc2sc(-c3ccc(S(C)(=O)=O)cc3)c(C#CCO)c2cc1OC	-21%	-18%	x	u	x	x	x	-2%	-3%
Cc1c(NC(=O)c2cccc(NC(=O)Cc3ccc(F)cc3)c2)c(=O)n(-c2ccccc2)n1C	6%	-6%	x	23%	x	1	x	-12%	-8%
O=C(O)c1cccnc1Sc1ccccc1	-19%	4%	0%	8%	-1%	-2	-5%	-10%	i
COc1ccc(CNC(=O)C(OC(=O)c2cccs2)C(C)C)cc1 (stereo not drawn)	-18%	-2%	32%	161%[activator]	0%	8	-1%	-7%	-3%
Cc1ccc(C(C[N+](=O)[O-])Sc2ccc(N)cc2)cc1 (stereo not drawn)	-3%	-5%	-2%	59%[activator]	-4%	-20	u	-21%	-2%
CC(=O)Nc1cccc(C(=O)N2CCN(S(=O)(=O)c3ccc4ccccc4c3)CC2)c1	2%	4%	-8%	35%[activator]	-2%	-6	2%	-7%	-9%
C[C@@H]1[C@H]2CC[C@@H]3[C@@H]4CC=C5C[C@@H](N(C)C)CC[C@]5(C)[C@@H]4CC[C@@]32CN1C	-3%[12 µM]	-1%[21 µM]	x	x	32%[activator][21.4 µM]	x	2%[29.3 µM]	x	x

A run of entries taken from the entries so far, as a working copy:
SMILES	POLK inh	APEX1 inh	Pol beta inh	POLI inh	BLM inh	RXFP1 antag	Apoferritin bind	Pol eta inh	Tb PGK inh
O=C(NCc1ccc2c(c1)OCO2)c1ccc2c(c1)OCO2	-14%	2%	-2%	7%	-3%	1	2%	-7%	i
Cc1ccc(C)c(S(=O)(=O)N2CCN(C(=O)CCNS(=O)(=O)c3ccccc3)CC2)c1	-2%	-3%	13%	18%	-2%	-17	-8%	-25%	-4%
